Dynein transport: blocks dynein driven cargo transport along microtubules; 3617.4 mouse cells, GR-EGFP nuclear translocation imaging; test concentration mostly 20 µM; stimulated with dexamethasone, 1 µM; stronger effect = lower value; z-score, hits read low; 220,000 tested, 0.47% active; AID 1381;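 active = plate z-score of nuclear minus cytoplasmic receptor signal below a set negative limit, without overly bright fluorescence or cell loss, cut at about -3.5 in these data, passing the limit was not always enough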;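 note: z-score of nuclear minus cytoplasmic ring GR-EGFP intensity difference per well; some compounds called inactive have numbers as strong as hits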
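Buffer or medium: Induction medium lacking tetracycline, stripped serum | Also added: Dexamethasone agonist, 1.0 µM final, for 30 min | Timing: 48 h induction, 1 h compound, 30 min dex at 37 °C | Detection: Formaldehyde fixation, Hoechst nuclear stain, 10x automated fluorescence imaging | Measure: Nuclear versus cytoplasmic GR-EGFP signal, averaged per well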
AID2073: inhibitors of Mint1-CaV2.2 protein interaction, biochemical, HTRF (AID 2073); inhibition, % at 20 µM; hits with a dose series show IC50 in µM; HTRF protein-protein interaction, Mint1-CaV2.2; higher % means a stronger effect; 290,000 tested, 0.19% active; in the data active = inhibition mostly above about 51%, no sharp cut-off; inconclusive = no clear call, values can overlap the other calls; inactive = mostly below about 53%; note: some results filed as inactive read as strong as hits
MT stabilize HCS: microtubule stabilizers in HeLa cells | AID 2205 | % tubulin-high responders, % at 10 µM | 200,000 tested, 0.83% active | HeLa tubulin immunostaining HCS, 24 h; share of cells brighter than vehicle mean+2SD;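 active = plate Z-score above 3 for both tubulin-high and condensed-nucleus cell shares, with cell loss under 80%, at 10 µM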;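 note: anti alpha tubulin signal scored within the nucleus-defined area of each cell; some results filed as inactive read as strong as hits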
Autophagy mod: autophagy modulation, high-content screen. 190,000 tested, 0.98% active. calls only at 10 µM (by protocol). MEF GFP-LC3 puncta imaging; test concentration mostly 10 µM;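 active = percentage of spot-positive cells more than 3 SD above its plate mean, without a fluorescence outlier flag or 80% toxicity; inconclusive = no clear call, values can overlap the other calls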;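 note: spot-positive cell cutoff set from DMSO-treated cells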
WT yeast gro inh: growth inhibition of WT yeast, mitochondrial fusion screen | inhibition, % at 10 µM | mitochondrial fusion phenotypic screen, WT strain | 190,000 tested, 2.1% active; in the data active = inhibition above about 58%; tested in S. cerevisiae
HIV peptide binding: cell-free HIV fusion peptide-binding blockers – biochemical, uHTS, fluorescence dequenching, primary screen (AID 1986). cell-free peptide binding, fluorescence dequenching, 30 min; higher % means a stronger effect. inhibition, % at 20 µM; hits with a dose series show IC50 in µM. 290,000 tested, 0.3% active; in the data active = inhibition mostly above about 52%, no sharp cut-off; inactive = mostly below about 76%; note: some results filed as inactive read as strong as hits
Ins promoter up: MIN6 insulin promoter up-regulation; MIN6 insulin promoter-GFP reporter, high-content imaging; stronger effect = higher value; z-score at 5 µM; 190,000 tested, 0.3% active; AID 1625;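 active = z-score above 3 at 5 µM with at least 500 cells counted in the well; inconclusive = wells under 500 cells, flagged as cytotoxic or low count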
b-catenin transl: modulators of beta-catenin nuclear translocation; HeLa beta-catenin nuclear translocation, immunofluorescence imaging; nuclear translocation activity, % at 5 µM; 190,000 tested, 0.3% active; AID 1665;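 active = nuclear translocation activity above 50% at 5 µM, with a well cell count of 50 or more; inconclusive = wells under 50 cells across six images, flagged as toxic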;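 note: per-cell ratio of nuclear to cytoplasmic median beta-catenin stain intensity; plate controls were DMSO negative control for no effect and GSK-3 inhibitor IX positive control for full effect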
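Test system: HeLa cells, endogenous beta-catenin; Compound: single 5 µM dose plus 0.02–20 µM confirmation series; Times: compound exposure 24 h at 37°C; Signal: fluorescence imaging of beta-catenin antibody stain plus DAPI; Read-out: % activation, nuclear-to-cytoplasmic median beta-catenin signal ratio per cell.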
Yfh1-depleted yeast: enhancers of respiration in Yfh1-depleted yeast, dose response, Friedreich's ataxia, plus single-dose screen (AID 1465). fold induction at 50 µM, or EC50 in µM where a hit was titrated. 220,000 tested, 0.074% active. S. cerevisiae Yfh1-off respiration, WST-1 reduction, 72 h; higher fold induction means a stronger effect;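 active = fold induction of absorbance versus untreated yeast above a set limit, then at least 30% activation at any dose in follow-up; inconclusive = repeats straddling the limit, or above it without dose testing; inactive = fold induction below the set limit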;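 note: activators that raise dye reduction in frataxin-depleted yeast; strong numbers were not always called active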
WT yeast gro inh mutant strain: also measured in WT yeast gro inh; calls as there; inhibition, %; mitochondrial fusion phenotypic screen, mutant strain inhibition
Dynein transport cytoplasmic EGFP: recorded beside Dynein transport, whose call it bears; z-score; measured here: cytoplasmic GR-EGFP intensity; stronger effect = higher value
Dynein transport nuclear GR-EGFP: also measured in Dynein transport; calls as there; z-score; measured here: nuclear GR-EGFP intensity;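 lower value marks the stronger effect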
Dynein transport cell count: also measured in Dynein transport; calls as there; z-score; measured here: cell count per field
Ins promoter up cell count: second read-out of Ins promoter up, no call of its own (marks repeat the call); cell count; measured here: cytotoxicity, nuclei count;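 total cells summed across four imaged fields per well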
b-catenin transl cell count 5 µM: second read-out of b-catenin transl, no call of its own (marks repeat the call); cell count; measured here: cell count, cytotoxicity flag
MT stabilize HCS Hoechst-high %: further read-out of MT stabilize HCS, marked with its call; % Hoechst-high responders; measured here: nuclear condensation Hoechst responders;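 share of cells brighter than vehicle mean plus two SD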
MT stabilize HCS cytotoxicity %: recorded beside MT stabilize HCS, whose call it bears; toxicity, %; measured here: cytotoxicity by cell density;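 0% = mean cell density of plate MIN control wells and 100% = no cells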
Autophagy mod cell loss 18 h: recorded beside Autophagy mod, whose call it bears; toxicity, %; measured here: cell loss, nuclei count;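 cell loss after 18 h compound exposure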
Starred values were filed as active, the others as inactive; i = inactive; ? = inconclusive; nt = not tested or not shown.

Molecule,Dynein transport,b-catenin transl,Yfh1-depleted yeast,MT stabilize HCS Hoechst-high %,Autophagy mod,b-catenin transl cell count 5 µM,Dynein transport cytoplasmic EGFP,MT stabilize HCS cytotoxicity %,Dynein transport nuclear GR-EGFP,Autophagy mod cell loss 18 h,Dynein transport cell count,Ins promoter up cell count,WT yeast gro inh,MT stabilize HCS,HIV peptide binding,Ins promoter up,WT yeast gro inh mutant strain,AID2073
NCCc1ccc(S(N)(=O)=O)cc1,0.101,-1.3,i,2.6,i,1015,0.0647,3.5,0.601,-5.1,-0.732,1373,-13.8,4.0,1.5%,0.08,3.6,1.0%
COC(=O)C(O)(c1ccc(NC(=O)c2ccco2)c(OC)c1)C(F)(F)F (stereo not drawn),1.29,0.1,i,1.5,i,1035,-0.256,7.0,0.921,-2.0,-0.776,nt,-5.3,2.5,0.6%,nt,-10.6,-0.9%
O=c1[nH]c(=O)n(-c2ccccc2Cl)c(O)c1C=NCCN1CCCCC1,1.11,-0.8,i,1.3,i,1032,-0.213,10.9,0.851,-4.0,0.144,1785,-1.1,2.4,-1.7%,0.98,19.5,3.2%
CN1C(=O)NC(=O)[C@]2(Cc3ccccc3N3CCN(c4ccccc4)CC32)C1=O (stereo partly drawn),-0.502,0.2,i,2.8,i,1063,-0.112,8.3,-0.421,2.6,0.34,944,9.1,2.1,6.7%,0.16,3.4,-6.7%
C=C1N2CCC(CC2)C1(O)c1ccccc1C (stereo not drawn),2.23,-1.0,i,4.9,i,1173,-0.0468,5.1,1.26,-6.4,-0.546,1338,-14.2,4.2,1.2%,0.22,-12.0,-6.2%
O=C(c1cc(F)ccc1F)C1CCCN(Cc2ccc3nonc3c2)C1 (stereo not drawn),-0.77,11.2,i,1.5,i,853,0.658,3.6,-0.444,1.6,0.852,1409,21.3,4.1,-1.2%,0.22,44.6,2.0%
COc1ccc(CCNC(C)CCc2ccc(OC)cc2)cc1 (stereo not drawn),0.322,nt,i,1.8,i,nt,0.636,20.9,0.0948,-7.4,-0.224,1007,-5.2,1.3,0.0%,0.37,3.8,-0.1%
O=C(Cc1ccccc1)OC(COCc1ccccc1)CN1CCOCC1 (stereo not drawn),-0.499,nt,i,1.5,i,nt,-0.23,3.8,-0.238,-14.2,0.28,1164,-9.5,2.2,-0.8%,0.33,10.0,0.7%
CC[n+]1c(/C=C/C=C/c2ccc(N(C)C)cc2)sc2ccccc21,-3.67*,2.2,i,nt,nt,1091,0.277*,nt,-2.06*,nt,0.542*,nt,nt,nt,-1.3%,?,nt,-184.9%
CCCNC(=O)N1C2CCC1CC(O)(c1cccnc1)C2 (stereo not drawn),-0.941,-8.3,i,2.7,i,1210,-0.26,0.3,-0.64,4.5,0.558,1263,8.8,6.5,1.4%,-0.47,-1.2,42.3%
COc1ccc(OCC#CCN2CCC(C)CC2)cc1,1.25,-0.4,i,1.8,i,1050,-0.226,5.8,0.965,14.9,-0.424,1627,3.3,4.2,-0.6%,0.1,5.0,1.6%
Cc1ccc(Cn2nnnc2CN2CCC(n3nnc4cc(C(F)(F)F)ccc43)CC2)cc1,-0.537,-3.4,i,1.5,i,1326,0.597,11.2,-0.275,0.3,0.148,1316,55.2,1.9,-1.0%,-3.36,23.4,2.5%
COc1ccc(CN2CCN(C(=O)COc3cccc(C)c3)CC2)c(OC)c1,-0.301,2.3,i,2.5,i,1170,-0.189,5.1,0.214,-4.7,-0.202,1195,4.5,2.6,0.3%,0.27,-7.4,1.5%
Cc1ccc(CS(=O)(=O)Cc2ccc(C(=O)N3CCC4(CC3)OCCO4)o2)cc1,-0.0331,1.0,i,1.9,i,1384,-0.212,7.4,0.00393,-10.8,0.472,1550,-10.4,2.1,0.4%,2.49,-24.1,-0.2%
CCCCCCC(=O)c1c(O)n(-c2ccccc2OC)c(=O)[nH]c1=O,0.238,nt,i,1.8,i,nt,-0.164,3.0,0.28,5.0,-0.406,1262,-11.2,3.1,45.7%,0.56,-6.1,6.6%
CCCCn1c(O)c(C=NCc2ccc3c(c2)OCO3)c(=O)[nH]c1=O,0.819,-0.6,i,nt,nt,1335,-0.271,nt,0.986,nt,0.156,1119,nt,nt,-0.6%,0.08,nt,-6.4%
Nc1ccc2c(c1)oc1ccccc12,-0.941,1.1,i,1.6,i,1280,-0.192,7.6,-0.543,2.0,0.912,1562,-4.9,1.5,-2.1%,0.09,-13.1,-3.0%
COc1ccc(CCn2c(O)c(C=Nc3ccc(NC(C)=O)cc3)c(=O)[nH]c2=O)cc1OC,0.682,0.8,i,nt,nt,1170,-0.2,nt,0.966,nt,-1.09,1155,nt,nt,15.2%,0.43,nt,?
CC[N+](C)(CC)CCCOC(=O)C(O)(c1ccccc1)C1CCCCC1 (stereo not drawn),0.234,3.2,i,1.9,i,493,0.562,6.1,0.311,-10.3,-0.536,nt,17.0,4.3,-1.4%,nt,7.9,-8.0%
O=c1[nH]c(=O)n(Cc2ccco2)c(O)c1C=NC1CC1,0.212,4.2,i,3.9,i,1148,-0.311,0.0,0.386,-11.6,-0.0722,nt,2.2,6.2,10.2%,nt,2.1,29.9%
CC(C(=O)N1CCC2(CC1)OCCO2)C1Sc2ccccc2NC1=O (stereo not drawn),1.21,-2.1,i,1.7,i,1394,-0.1,2.7,0.324,6.9,0.21,1520,1.1,1.9,0.2%,-0.55,-0.9,32.6%
CN1CCN(c2ccc([N+](=O)[O-])c(NCc3ccco3)c2)CC1,-0.703,nt,i,4.4,i,nt,-0.0726,5.3,-0.76,-2.1,1.05,1297,-6.3,4.1,0.8%,-1.14,-1.3,4.9%
CN1C(=O)C(=Cc2ccccc2OCc2ccccc2Cl)C(=O)N(C)C1=O,0.101,-1.6,i,1.8,i,1022,-0.114,3.0,0.135,2.5,-0.945,1393,-22.1,4.1,3.5%,1.01,-11.7,6.3%
CCOC(=O)c1cccc([P+](=O)O)c1,-0.552,-1.0,i,0.2,i,1102,-0.232,9.9,-0.0705,-5.1,2.06,nt,8.1,0.9,2.4%,nt,7.1,0.2%
Cc1cccc(NC2=NCCCS2)c1C,1.31,2.7,i,2.3,i,821,-0.226,1.8,0.945,-2.1,-0.0942,678,11.2,3.0,2.5%,0.01,6.6,1.2%
CCc1ccc(/C=C(/C#N)C(N)=S)cc1,0.732,nt,i,1.3,i,nt,-0.142,1.8,1.25,-0.4,-2.25,1315,10.1,2.6,2.4%,0.92,8.2,84.5%*
O=C(c1cc(C(=O)NCc2ccc(Cl)cc2)c(=O)n(Cc2ccc(Cl)cc2)c1)c1cc(F)ccc1O,-0.396,1.3,i,1.7,i,865,-0.207,6.1,-0.0675,14.3,0.35,1154,23.5,3.7,-1.0%,-0.85,8.8,7.0%
CCC/C(=N\O)c1c[nH]c2ccccc12,-0.323,-2.8,i,1.2,i,898,-0.393,9.6,-0.308,3.2,0.00893,1066,-8.6,3.0,0.8%,0.71,-6.6,-9.5%
O=Cc1c(C(=O)O)n(Cc2ccccc2Cl)c2ccccc12,0.0778,1.6,i,1.1,i,1048,-0.185,10.5,0.354,-29.2,0.796,1217,-1.3,2.0,4.7%,0.02,-9.4,17.4%
CN(C)c1ccc(/C=C2\C(=O)NC(=O)N(Cc3ccc(F)cc3)C2=O)cc1,0.296,-0.3,nt,nt,nt,1334,-0.225,nt,0.678,nt,0.631,nt,nt,nt,17.5%,nt,nt,10.7%
O=C(c1cc(-c2cccnc2)nc2ccccc12)N1CCC2(CC1)OCCO2,-0.204,-5.7,i,1.2,i,971,-0.313,4.9,-0.198,6.1,0.278,1465,23.8,3.2,-0.6%,1.09,16.6,1.5%
Cn1c(O)c(C=Nc2ccc(Cl)cc2)c(=O)n(C)c1=O,-0.791,-3.3,nt,1.9,i,1054,-0.0222,0.8,-0.432,1.4,-0.294,1324,14.1,3.4,0.8%,0.52,2.4,-6.1%
COC(=O)C(O)(c1ccc(N(C)C(=O)COc2ccccc2)cc1)C(F)(F)F (stereo not drawn),-0.0291,2.9,i,1.7,i,994,-0.317,0.4,-0.306,-5.1,0.319,1680,3.1,2.2,1.0%,0.29,-11.8,6.1%
Cc1cc(C(=O)CS(=O)(=O)c2ccccc2)cc(C)c1OC(=O)N(C)C,0.0402,-1.5,i,1.7,i,1158,-0.24,2.4,0.407,-2.1,-0.828,1333,-6.1,1.5,-1.7%,-0.1,-11.4,-13.4%
C=CCn1c(O)c(C(CC)=NCCc2c[nH]c3ccccc23)c(=O)[nH]c1=O,-0.175,16.8,i,nt,nt,1061,-0.264,nt,-0.299,nt,0.407,1385,nt,nt,0.5%,-2.32,nt,20.2%
CCC(C)N1C(=O)/C(=C\c2cnc(N(C)C)nc2)C(=O)NC1=S (stereo not drawn),-2.7,-3.0,i,1.3,i,1070,-0.0693,5.9,-1.14,0.4,0.602,1365,-0.7,4.6,11.0%,-0.74,-3.8,9.0%
CC(=O)OC1N=C(c2ccccc2)c2cc(C)ccc2NC1=O (stereo not drawn),-0.436,-2.8,i,1.2,i,928,0.0175,6.9,-0.318,4.0,0.772,1465,-1.2,5.3,1.4%,-0.46,1.8,-3.5%
CC[C@@]1(O)C(=O)OCc2c1cc1n(c2=O)Cc2cc3c(NC(=O)CN)cccc3nc2-1,0.973,-2.0,i,nt,nt,858,-0.106,nt,0.384,nt,-0.562,954,nt,nt,-3.5%,-0.5,nt,42.6%

Compound activity from PubChem BioAssay.

A portion of the library (hit frequency here may not be typical).
